Bioassay records deposited in PubChem by National Center for Advancing Translational Sciences (NCATS).
JMJD2A Tudor: inhibitors of human JMJD2A Tudor domain; O75164; AlphaScreen JMJD2A-Tudor / H3K4me3 peptide binding; Potency, µM (top dose mostly 114 µM), for inactives: at the highest dose activity change, negative = inhibition, usual class: inhibitors; 390,000 tested, 4.4% active; AID 504339; note: % is set by controls: 0 for no effect and ±100 for the full control effect; nearly all actives have a fitted effect of over 50% in size
Target sequence (O75164 whole entry, looked up, the tested form may be a part): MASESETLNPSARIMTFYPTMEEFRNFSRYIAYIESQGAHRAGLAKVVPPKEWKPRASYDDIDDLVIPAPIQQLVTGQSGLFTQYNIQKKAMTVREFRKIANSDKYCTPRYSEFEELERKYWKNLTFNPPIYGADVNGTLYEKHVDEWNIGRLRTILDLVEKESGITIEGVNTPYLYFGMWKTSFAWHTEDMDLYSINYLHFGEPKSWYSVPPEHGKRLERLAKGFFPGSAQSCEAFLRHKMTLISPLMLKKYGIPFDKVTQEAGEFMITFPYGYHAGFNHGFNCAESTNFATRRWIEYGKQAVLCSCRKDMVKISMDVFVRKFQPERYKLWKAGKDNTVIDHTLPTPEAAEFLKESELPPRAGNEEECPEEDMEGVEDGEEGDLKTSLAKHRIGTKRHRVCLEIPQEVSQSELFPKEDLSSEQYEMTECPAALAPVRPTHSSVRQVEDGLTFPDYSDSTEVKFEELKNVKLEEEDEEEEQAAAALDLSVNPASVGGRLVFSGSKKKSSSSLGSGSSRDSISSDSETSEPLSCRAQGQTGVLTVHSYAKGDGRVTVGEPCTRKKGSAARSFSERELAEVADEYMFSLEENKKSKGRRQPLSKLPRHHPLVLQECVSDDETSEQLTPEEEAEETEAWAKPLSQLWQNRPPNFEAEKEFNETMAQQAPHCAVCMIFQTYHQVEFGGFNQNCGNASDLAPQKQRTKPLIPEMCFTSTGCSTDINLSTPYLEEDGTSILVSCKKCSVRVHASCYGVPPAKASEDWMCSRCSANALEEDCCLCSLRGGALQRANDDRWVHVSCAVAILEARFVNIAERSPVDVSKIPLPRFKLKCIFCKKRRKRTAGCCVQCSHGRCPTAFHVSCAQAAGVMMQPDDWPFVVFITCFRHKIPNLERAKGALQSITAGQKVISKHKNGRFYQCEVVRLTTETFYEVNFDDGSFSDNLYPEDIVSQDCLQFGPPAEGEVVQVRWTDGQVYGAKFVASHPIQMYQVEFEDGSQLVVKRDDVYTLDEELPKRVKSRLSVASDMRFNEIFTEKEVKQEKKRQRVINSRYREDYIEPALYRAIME
ERG Ets-DNA blk: blocks human ERG Ets domain binding to DNA. P11308. fluorescence polarization, His-ERG Ets domain / labelled DNA. Potency, µM (highest dose often 76.9 µM), inactives show at the highest dose FP activity, negative = inhibition, hits mostly inhibitors. 370,000 tested, 0.028% active; active = well fitted inhibition curve with a large enough effect in the polarisation, with a control signal flat; inconclusive = small, poorly fitted or top-dose-only effect, or effect the other way, or a change in a side signal; inactive = no such curve, though single readings can be large or run the other way; the % refers to the polarisation;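 note: polarization taken with two DNA probes labelled with fluorescein and Texas red; % of control where 0% means no effect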
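His-tagged ERG Ets domain (1 uM in the protein solution; 300mM KCl, 50mM Tris-HCl, 1mM EDTA, 1mM DTT, pH 7.5) received compound, then a probe mix of 5 nM fluorescein-DNA and 100nM Texas-615-DNA. Fluorescence polarization was read for both dyes.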
Tb PGK inh: blocks T. brucei phosphoglycerate kinase | P07378 | Potency, µM (series often up to 57.5 µM), for inactives: at the top dose activity change, negative = inhibition, actives largely listed as inhibitors | PGK/GAPDH coupled, Kinase-Glo luminescence, 60 min | 380,000 tested, 0.043% active | AID 602233; note: % is set by controls: 0 for no effect and ±100 for the full control effect; nearly all actives have a fitted effect of over 60% in size
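Luminescent ATP detection (Kinase-Glo Plus) follows a 60-minute room-temperature incubation, with wells lacking PGK as controls. Buffer: 100 mM TEA (pH 7.6), 5 mM MgCl2, 0.01% Tween-20. Coupling enzyme GAPDH (100 nM final) supplies unstable 1,3-BPG in-well.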
rTrxR1 inhibitor: rat TrxR1 inhibition; 390,000 tested, 1% active; O89049; recombinant rTrxR1, NADPH fluorescence consumption, selenite substrate; Potency, µM (doses to about 114 µM), inactives show at the top dose activity change, negative = inhibition, most hits filed as inhibitors; note: % is set by controls: 0 for no effect and ±100 for the full control effect; nearly all actives have a fitted effect of over 65% in size
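Rat TrxR1 (90 nM in the dispensed reagent) was pre-reduced with 400 uM NADPH for 5 min at room temperature, then incubated with compound for 15 min. After 400 uM selenite was added, NADPH fluorescence (Ex 340/Em 450 nm) was followed for 8 min.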
HP1b binding inh: inhibitors of HP1-beta chromodomain binding to methylated histone tails | P83916 | AlphaScreen HP1-beta / biotin-H3K9me3 peptide binding | Potency, µM (titrated, usually from 114 µM), without a hit: at the highest dose activity change, negative = inhibition, actives largely listed as inhibitors | 390,000 tested, 0.56% active | AID 540317; note: nearly all actives have a fitted effect of over 70% in size; inactives centre near 23
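HP1-beta protein (50 nM final) preincubated 30 min at room temperature with biotinylated H3(1-18)K9me3 peptide (50 nM) in PBS pH 7.4, 0.01% Tween-20, then compound added for 30 min. AlphaScreen streptavidin donor/nickel chelate acceptor beads (10 ug/mL final), 30 min dark, luminescence read.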
12-LOX inh: ALOX12 (human) lipoxygenase inhibition; purified 12hLO, xylenol orange hydroperoxide absorbance; Potency, µM (series often up to 108 µM), for inactives: top-dose activity change, negative = inhibition, usual class: inhibitors; 580,000 tested, 1.1% active; note: % is set by controls: 0 for no effect and ±100 for the full control effect
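Hydroperoxide product was detected by ferrous iron/xylenol orange as the 573 to 405 nm absorbance ratio. Arachidonic acid at 40 uM (final) was turned over for 30 min at room temperature by 150 nM human 12hLO, pH 7.0 Hepes buffer, after 15 min compound preincubation.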
Pin1 inhibitor: human Pin1 inhibition; Pin1 FP peptide displacement, HiFluor488, 10 min; Potency, µM (highest dose often 115 µM), without a hit: at the top dose activity, negative = inhibition, most hits filed as inhibitors; 390,000 tested, 0.009% active; active = well fitted inhibition curve with a large enough effect in the polarisation, with a control signal flat, not every such curve was filed as active; inconclusive = small, poorly fitted or top-dose-only effect, or effect the other way, or a change in a side signal; inactive = no such curve, though single readings can be large or run the other way; the % refers to the polarisation; note: % is set by controls: 0 for no effect and ±100 for the full control effect
RGS4 inh: human RGS4 inhibition; P49798; Transcreener GDP fluorescence polarization, RGS4-accelerated GTP hydrolysis; Potency, µM (doses to about 114 µM), without a hit: at the top dose activity change, negative = inhibition, usual class: inhibitors; 390,000 tested, 0.039% active; AID 504845; note: % is set by controls: 0 for no effect and ±100 for the full control effect; nearly all actives have a fitted effect of over 75% in size; some results filed as inactive show a strong effect at the top dose
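MLSMR compounds (23 nl, pin-transferred) preincubated 10 min at room temperature with a 500nM (2x) first reagent, then RGS4 at 900nM (2x) plus Transcreener GDP mix added; fluorescence polarization (620/688 nm) read before and after 90 min at 30 °C.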
GLS inhibitor: inhibitors of human glutaminase (GLS). O94925. GLS enzymatic activity, qHTS titration. Potency, µM (doses to about 45.5 µM), without a hit: at the top dose activity change, negative = inhibition, hits mostly inhibitors. 410,000 tested, 0.21% active. AID 624170; note: % is set by controls: 0 for no effect and ±100 for the full control effect
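hKGA; 45 mM KH2PO4 pH 8.2 + 0.02% Tween-20; cpd via pin tool; 1 mM Gln soln; GluOx/HRP/Amplex Red; RT 30 min; fluor. t0 & final.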
* hit, by the source's call; i = inactive; ? = inconclusive; / = no result given; [ ] = another dose, or the depositor's remark. Unless noted, calls come from the whole dose curve; as a rule, active = well fitted curve in the direction sought with a large enough effect; inconclusive = small, poorly fitted or top-dose-only effect, or another doubt; inactive = no such curve, though single readings can be large; an effect the other way counts as inactive or inconclusive. Potency is the fitted concentration of half-maximal effect. Only part of the results is shown. The share of hits here may be higher or lower than overall.

SMILES	JMJD2A Tudor	ERG Ets-DNA blk	Tb PGK inh	rTrxR1 inhibitor	HP1b binding inh	12-LOX inh	Pin1 inhibitor	RGS4 inh	GLS inhibitor
O=C(NC1CCSc2ccccc21)c1cc([N+](=O)[O-])ccc1N1CCOCC1 (stereo not given)	-21%	?	1%	2%	-12%	-14%	-8%	-27%	-4%
CCCCNc1cccc2c1S(=O)(=O)N(CCCC)CC(COCc1ccccc1)O2 (stereo not given)	1%	-7%	-1%	9%	39%[activator]	7%	-5%	6%	8%
CCOc1ccc(/C=N/NC(=O)C(C)Sc2ccccn2)cc1OCC (stereo not given)	-5%	-11%	-1%	-11%	32%	1%	-1%	-6%	-4%
CN(C(=O)c1cc2c(=O)oc3ccccc3c2s1)c1ccc(F)cc1	-13%	2%	-1%	13%	-1%	-15%	-5%	27%	0%
COc1ccc(/C=N/NC(=O)c2cc3c(ccc4ccccc43)o2)cc1OC	-14%	2%	-5%	4%	36%	-5%	11%	?	0%
CC1CCCC(C)N1CCNC(=O)C1CCN(S(=O)(=O)N2CCCCC2)CC1 (stereo not given)	-10%	/	-2%	9%	34%	14%	-14%	-34%	14%
CCC(=O)NNc1cccc(Cl)n1	-12%[57.1 µM]	-2%	-7%	19%[57.1 µM]	9%	42%[activator]	1%	-9%[11.4 µM]	8%
CCC(C)(C)n1nnnc1C(C(C)C)N1CCSCC1 (stereo not given)	-9%	-4%	/	14%	50%[activator]	6%	3%	-27%	-6%
CCCCn1cnc2c(c(-c3ccccc3)c(-c3ccccc3)n2Cc2ccco2)c1=N	-17%	-8%	-5%	-1%[57.1 µM]	-8%	?	4%	-6%	3%
Cc1cccc(N2C(=O)/C(=C/c3ccccn3)SC2=S)c1	-4%	-10%	4%	13%	28%	123%[activator]	1%	25%	-2%
Cc1cccc(N2C(=O)CSC2c2cccnc2)c1 (stereo not given)	-4%	/	-2%[11.5 µM]	10%	24%	3%	-4%	9%	2%
Cc1ccc(NC(=O)CN(C)C(=O)COc2cccc3ccc(C)nc23)cc1	3%	6%	i	-3%	35%	-6%	-10%	28%	-1%
CC(C)CN1CCC(=O)N([C@H](CSc2ccc(Br)cc2)c2ccccc2)CC1	18%	5%	-7%	?	61%[activator]	-8%	29%	-25%	16%
Cc1nc(C(C)(C)O)n(-c2ccccc2)n1	6%	5%	-8%	-6%	52%[activator]	0%	-8%	-36%	-1%
COc1ccc(C(C)=O)cc1COC(=O)c1ccc(N)c([N+](=O)[O-])c1	-6%	-12%	7%	?	16%	?	70%[activator]	?	13%
CC1CCN(C(=O)CSc2nc3c(c(=O)n2C)SC(C)C3)CC1 (stereo not given)	-11%	-4%	-4%	-2%	17%	-5%	0%	4%	-1%
Cc1ccc(C(C)C)c(OCC(=O)NC(=S)Nc2ccccc2N2CCOCC2)c1	1%	13%	-3%	?	18%	-11%	-6%	8%	-1%
Cc1ccc(C2C(C(=O)c3cccs3)=C(O)C(=O)N2CCN2CCOCC2)o1 (stereo not given)	?	5%	1%	?	36%[activator]	-7%	3%	-16%	8%
C=C(C)C(=O)Nc1cccc(C2=NOC3(C2)C[C@H](C(N)=O)N(C(=O)C(c2ccccc2)c2ccccc2)C3)c1 (stereo not given in full)	11µM*	0%	7.9µM*	23%	13µM*	/	?	9%	14µM*
C#CCOCCOCCOCCNc1nc(N2CCN(C(=O)[C@H](CCCCN)n3cc(CN)nn3)CC2)nc(N2CCN(C(=O)[C@H](CCC(=O)O)n3cc(CN)nn3)CC2)n1	?	3%	2%	?	37%	-1%	0%	-13%	-1%

2 entries picked at random from the list so far:
SMILES	JMJD2A Tudor	ERG Ets-DNA blk	Tb PGK inh	rTrxR1 inhibitor	HP1b binding inh	12-LOX inh	Pin1 inhibitor	RGS4 inh	GLS inhibitor
Cc1ccc(C(C)C)c(OCC(=O)NC(=S)Nc2ccccc2N2CCOCC2)c1	1%	13%	-3%	?	18%	-11%	-6%	8%	-1%
CCC(C)(C)n1nnnc1C(C(C)C)N1CCSCC1 (stereo not given)	-9%	-4%	/	14%	50%[activator]	6%	3%	-27%	-6%

Next section.
SMILES	JMJD2A Tudor	ERG Ets-DNA blk	Tb PGK inh	rTrxR1 inhibitor	HP1b binding inh	12-LOX inh	Pin1 inhibitor	RGS4 inh	GLS inhibitor
CC(C)(C)C(=O)/C(C#N)=C/c1cccs1	-16%	13%	-5%	-1%[57.1 µM]	-5%	90%[activator]	-3%	1%	-5%
CSc1ncccc1C(=O)OCC(=O)NC12CC3CC(CC(C3)C1)C2	1%	-5%	7%	-11%	60%[activator]	-13%	-6%	13%	-2%
COc1cc2c(cc1OC)CN(C(=O)COc1ccc(C)c(C)c1)CC2	-10%	-11%	-1%	12%	4%	0%	6%	23%	6%
COc1cccc(NS(=O)(=O)c2ccc(Br)s2)c1	-30%	-3%	-1%	9%	15%	-5%	1%	25%	6%
O=C(COc1ccc(F)cc1)Nc1nnc(S(=O)(=O)N2CCc3ccccc32)s1	-26%	1%	i	42%[11.4 µM]	7%	-1%	-6%	16%	19%
CN(c1ccccc1)c1nc(N)c([N+](=O)[O-])c(Nc2ccccc2F)n1	-28%	3%	-12%	-1%	1%	4%	0%	7%	2%
O=c1c2cc3c(cc2nc2sc(Nc4cccc([N+](=O)[O-])c4)nn12)OCO3	-18%	-2%	4%	1%[57.1 µM]	43%[activator]	-18%	-12%	-24%	-13%
O=C(CN1C(=O)CC(c2ccco2)Sc2ccccc21)NC1CCCCC1 (stereo not given)	-29%	6%	-16%	-2%	19%	-37%	-1%	-9%	-2%
O/N=C1\CC/C(=N\O)c2nn(-c3ccc(Cl)cc3Cl)nc21	-24%	/	/	31%	19%	17%	-10%	-5%	30%[activator]
COc1cc(-c2nc3ncccn3c2Nc2ccc(C)cc2C)ccc1O	-25%	9%	/	-26%	20%	-13%	?	-34%	3%
COc1cc(OC)nc(Oc2ccccc2C(=O)Oc2ccccc2Cl)n1	9%	/	-10%	17%	69%[activator]	0%[57.4 µM]	-11%	-22%	17%
Cc1ccc(S(=O)(=O)N(C)CCCC(=O)N2CCN(C=O)CC2)cc1	1%	-1%	4%	25%	13%	-4%	1%	19%	-6%
CS(=O)(=O)N(CC(=O)Nc1ccccc1-c1ccccc1)c1ccccc1	-15%	-8%	i	-1%[57.1 µM]	-1%	2%	-10%	8%	0%
Cc1noc(NS(=O)(=O)c2ccc(NC(=O)CCC3CCCCC3)cc2)c1C	-19%	-13%	-9%	1%[57.1 µM]	18%	-9%	1%	-9%	-7%
COc1ccc(C2=C(Nc3ccc(C)cc3C)c3ccccc3C2=O)cc1	28µM*	2%	-9%	2%	-20%	?	2%	-13%	9%
CC(=O)Nc1ccc(NC(=O)c2cc([N+](=O)[O-])cc([N+](=O)[O-])c2)cc1	-29%	-2%	-4%	19%	27%	0%	-1%	-11%	-3%
CC1COCC(C)N1C1=C(Cl)C(=O)c2ccccc2C1=O (stereo not given)	3.2µM*	/	3%	?	13µM*	?	2%	?	?
Cc1ccc(S(=O)(=O)CNC(=S)c2cccc(C)c2)cc1	-31%	-6%	19%	?	?	?	0%	-11%	-1%
CCCN(CCC)c1ncnc2nc[nH]c12	-19%	12%	-9%	16%	15%	19%	-1%	2%	-10%
COc1cc(NC(=O)CN2CCN(c3ccccn3)CC2)cc(OC)c1OC	0%	1%	-8%	33%	2%	-2%	4%	1%	-9%
CCC(C)NC(=O)CSc1n[nH]c(-c2cc(Cl)ccc2OC)n1 (stereo not given)	-17%	-10%	-2%	23%[57.1 µM]	21%	-2%	4%	-43%	-13%
COc1ccc2nc(NCCCNC(=O)c3cc(OC)c(OC)c(OC)c3)c(C#N)cc2c1	14%	2%	4%	-3%	44%[activator]	-23%	?	30%	0%
COc1ccc(CCNC2CC(=O)N(CCc3ccccc3)C2=O)cc1 (stereo not given)	-7%	/	-9%[11.5 µM]	13%	15%	18%	-5%	5%	8%
CC(C)(C)OC(=O)N1CCC(NC(=O)c2[nH]cnc2C(=O)Nc2ccccc2)CC1	-29%	-10%	7%	3%	39%[activator]	0%	?	10%	0%
CNC(=O)/C(C#N)=C/c1ccc(-c2ccc(Cl)cc2)o1	4%	1%	i	7%[57.1 µM]	40%[activator]	?	-1%	9%	7%
COC(=O)c1c[nH]n2c(=O)c(Cc3ccc(F)cc3Cl)c(C)nc12	-5%	2%	-5%	13%	38%[activator]	1%	0%	-17%	-3%
CC1=C(C(=O)Nc2cc(C)cc(C)c2)C2(CCCCC2)OC1=O	-6%	?	/	28%	16%	-10%	2%	5%	2%
CSCCC(NC(N)=O)C(=O)Nc1ccc(C)cc1 (stereo not given)	-8%[11.4 µM]	0%	-4%	17%[57.1 µM]	6%	1%	2%	-21%	1%
NC(=O)C1C(=O)c2ccccc2C1(C[N+](=O)[O-])c1ccccc1 (stereo not given)	-22%	1%	-1%	?	19%	5%	1%	-23%	21%
CC(OC(=O)CCCN=C1NS(=O)(=O)c2ccccc21)C(=O)Nc1ccc(F)cc1Cl (stereo not given)	-5%	-2%	3%	-2%	23%	-28%	-3%	-7%	0%
COc1ccc(-c2ccc(Nc3ccc(S(=O)(=O)N4CCCC4)cc3)nn2)cc1OC	-33%	4%	-6%	2%	22%	-21%	45%[activator]	15%	2%
COc1cc(S(=O)(=O)NC2CCCC2)ccc1-n1cnnn1	2%	-1%	9%	10%	7%	-1%	0%	8%	13%
